LmPK inh = blocks Leishmania mexicana pyruvate kinase activity. Q27686. purified LmPK, Kinase-Glo ATP luminescence, 1 h. Potency, µM (series often up to 57.5 µM), inactives show at the highest dose activity change, negative = inhibition, usual class: inhibitors. hit rate 0.37% among 290,000. AID 1721; also: potency is read from the fitted curve at half-maximal effect; % is scaled to controls: 0 for no effect and ±100 for the full control effect
Target sequence (Q27686 whole entry, looked up): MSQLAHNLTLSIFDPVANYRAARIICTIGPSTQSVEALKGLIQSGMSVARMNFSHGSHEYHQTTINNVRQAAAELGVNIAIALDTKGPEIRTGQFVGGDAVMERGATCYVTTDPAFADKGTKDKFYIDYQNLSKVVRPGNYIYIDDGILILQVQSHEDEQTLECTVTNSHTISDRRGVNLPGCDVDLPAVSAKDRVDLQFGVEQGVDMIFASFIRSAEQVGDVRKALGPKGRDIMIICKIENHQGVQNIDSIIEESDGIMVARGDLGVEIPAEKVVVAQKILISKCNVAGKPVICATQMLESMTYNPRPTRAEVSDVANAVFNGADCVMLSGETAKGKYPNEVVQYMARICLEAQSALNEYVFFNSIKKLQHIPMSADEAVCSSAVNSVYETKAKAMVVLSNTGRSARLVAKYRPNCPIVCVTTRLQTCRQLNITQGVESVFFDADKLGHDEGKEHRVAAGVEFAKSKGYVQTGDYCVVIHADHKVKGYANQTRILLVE
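Purified LmPK (0.1 nM) converted ADP (0.1 mM) to ATP with PEP (0.5 mM) in imidazole buffer pH 7.2 with KCl and MgCl2, 1 h at room temperature. ATP was read by Kinase-Glo luminescence; data normalized to uninhibited and no-enzyme controls.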
Cycloheximide cs = counter-screen for Shiga toxin inhibitors: cycloheximide protein synthesis inhibition. cell reporter, cycloheximide protein synthesis inhibition counterscreen. max response, %. hit rate 12% among 300,000; in the data active = max response mostly above about 13%, no sharp cut-off; inactive = mostly below about 14%; also: read at 38.3 µM for the half of the compounds with a filed dose; 0% is about no effect
TbPYK inhibitor = blocks Trypanosoma brucei pyruvate kinase. Q57TT1. TbPYK enzyme, Kinase-Glo Plus ATP luminescence, 45 min. Potency, µM (doses to about 76.8 µM), inactives show top-dose activity, negative = inhibition, usual class: inhibitors. hit rate 0.12% among 410,000. AID 624173; also: potency is read from the fitted curve at half-maximal effect; % is scaled to controls: 0 for no effect and ±100 for the full control effect; nearly all actives have a fitted effect of over 50% in size
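TbPYK + substrate in 50 mM TEA pH 7.2, 100 mM KCl, 10 mM MgCl2, 0.05% BSA, 0.01% Tween-20; cpd pinned; ADP 130 uM final; 45 min RT; Kinase-Glo Plus 10 min; luminescence endpoint.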
Shiga inhibitor = inhibitors of Shiga toxin in Vero cells. Vero cells, Shiga toxin protein synthesis inhibition reporter. inhibition, % at 38.7 µM. hit rate 9.2% among 290,000; in the data active = inhibition mostly above about 28%, no sharp cut-off; inactive = mostly below about 43%; also: 0% is about no effect
HCV inhibitor = inhibitors of hepatitis C virus infection; Huh7.5.1 HCVcc-Cre infection, luciferase reporter, 44 h; Potency, µM (top dose mostly 41.8 µM), without a hit: top-dose activity change, negative = inhibition, most hits filed as inhibitors; hit rate 3.4% among 340,000; AID 651820; also: potency is read from the fitted curve at half-maximal effect; % is scaled to controls: 0 for no effect and ±100 for the full control effect
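Antiviral activity was scored by luciferase reporter output from cells infected with HCVcc-Cre (~0.5 moi) in presence of compound, 44 h infection period, cells seeded 1,000/well 4 h prior.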
Pf growth 96h = inhibits malaria parasite growth, 96 h; hit rate 6.9% among 320,000; P. falciparum luciferase reporter growth, 96 h; Potency, µM (series often up to 28.7 µM), inactives show top-dose activity change, negative = inhibition, hits mostly inhibitors; also: potency is read from the fitted curve at half-maximal effect; % is scaled to controls: 0 for no effect and ±100 for the full control effect
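Infected RBCs, 2% Hct / 0.05% parasitemia final; luciferase-reporter P. falciparum; cpd 96 h, 37 C, 5% CO2; luciferase detection reagent; luminescence.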
Pf growth 48h = P. falciparum growth inhibition at 48 hours (one generation); P. falciparum luciferase growth in erythrocytes, 48 h; Potency, µM (series often up to 28.7 µM), for the others: top-dose activity change, negative = inhibition, most hits filed as inhibitors; hit rate 5.9% among 310,000; AID 504832; also: potency is read from the fitted curve at half-maximal effect; % is scaled to controls: 0 for no effect and ±100 for the full control effect
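Compounds are pin-transferred into medium, infected erythrocytes (2% hematocrit, 0.1% parasitemia final) are added, and plates sit one parasite generation at 37 C in 5% CO2. Detection reagent is then added and luminescence measured.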
An asterisk follows results filed as active; i = inactive; ? = inconclusive; / = no result given; & = joins results of further samples; [ ] = another dose, or the depositor's remark. Unless noted, calls follow the shape of the dose curve; as a rule, active = well fitted curve in the direction sought with a large enough effect; inconclusive = small, poorly fitted or top-dose-only effect, or another doubt; inactive = no such curve, though single readings can be large; an effect the other way counts as inactive or inconclusive.

1: CCc1ccc(/C=c2\s/c(=C\C(=O)C(C)(C)C)[nH]c2=O)cc1
2: O=C(OC(C(=O)Nc1ccc([N+](=O)[O-])cc1Br)c1ccccc1)c1ccccc1 (stereo unspecified)
3: CN1C(=O)CC(N2CCN(CCN=CC3=C(O)CC(C)(C)CC3=O)CC2)C1=O (stereo unspecified)
4: COc1ccccc1NC(=O)Nc1cc(C(C)C)ccc1C
5: COCCCNC(=O)c1cc(C)nc2ccc(F)cc12
6: CCc1cccc(CN2CCC(CNC(=O)Nc3ccc(Cl)cc3)CC2)c1
7: CCOCC(=O)Nc1cccc(Br)c1
8: CC(C)c1ccc(NC(=O)CSc2n[nH]c(=O)n2Cc2ccco2)cc1

compound no.,1,2,3,4,5,6,7,8
LmPK inh,-3%,1%,-2%,6%,-1%,2%,-8%,1%
Cycloheximide cs,18,-3,8,-2,3,-1,5,8
TbPYK inhibitor,-5%,-1%,-5%,3%,0%,-3%,-4%,5%
Shiga inhibitor,-28,-7,19,-16,28,-11,15,3
HCV inhibitor,?,?,18%,-20%,11%,7%,-8%,?
Pf growth 96h,/,?,12µM*,?,?,?,0%,13µM*
Pf growth 48h,3.3µM*,?,-11%,?,26%,4.7µM*,56%[activator],?

9: COc1ccc(C(=O)OC(C)CN2CCN(C)CC2)cc1 (stereo unspecified)
10: CC1CCC(NC(=O)CN(C)CC(=O)Nc2ccc(F)cc2)CC1 (stereo unspecified)
11: O=C(N1CCOCC1)N1CCN(S(=O)(=O)c2cccc([N+](=O)[O-])c2)CC1
12: CC(=O)OC1c2ccccc2C(=O)N1Cc1ccccc1Cl (stereo unspecified)
13: CCNS(=O)(=O)c1ccc(NC(=O)c2cccnc2)cc1
14: COCC1CCCN(Cc2nc(C(c3ccccc3)c3ccccc3)no2)C1 (stereo unspecified)
15: COc1ccccc1C(=O)Nc1ccc2c(c1)nc(CCNC(C)=O)n2C
16: Nc1nc(COC(=O)c2ccc3c(c2)OCCO3)nc(Nc2ccccc2)n1

compound no.,9,10,11,12,13,14,15,16
LmPK inh,1%,/,5%,-6%,1%,2%,-1%,/
Cycloheximide cs,12*,/,1,-4,1,-1,17*,/
TbPYK inhibitor,-2%,11%,4%,-2%,-4%,-2%,-5%,6%
Shiga inhibitor,36,/,24,-4,-20,6,26,/
HCV inhibitor,10%,?,9%,5%,12%,11%,?,11µM*
Pf growth 96h,?,-17%,28%,-1%,/,?,?,0%
Pf growth 48h,20%,?,17%,11%,14%,?,152%[activator],-15%

17: O=S(=O)(c1cccc(S(=O)(=O)N2CCC(n3nnc4ccccc43)CC2)c1)N1CCCCC1
18: Oc1ccccc1C1=NN(c2ccccc2)C(c2ccc(F)cc2)C1 (stereo unspecified)
19: CC(=O)NCC(=O)NC(Cc1ccccc1)C(N)=O (stereo unspecified)
20: Cc1oc(-c2ccc(Cl)cc2)cc1C(=O)/C(C#N)=C/Nc1cccc(OC(F)(F)F)c1
21: CC(=O)Nc1ccc(NC(=O)CSc2nc(N)c(NC(=O)c3ccccc3F)c(=O)[nH]2)cc1
22: CC(C)Cn1c(N)c(C(=O)COC(=O)c2cc(C(F)(F)F)nc3ccccc23)c(=O)n(C)c1=O
23: Cc1ccc(O)c(C(=O)/C=C/c2ccc3c(c2)OCCO3)c1
24: CCC(C)C1NC(=O)C(C(C)=O)=C1O (stereo unspecified)

compound no.,17,18,19,20,21,22,23,24
LmPK inh,2%,-5%,2%,3%,-13%,1%,-2%,3%
Cycloheximide cs,-11,6,1,-2,20,-3,33*,-4
TbPYK inhibitor,-4%,0%,-3%,2%,-1%,0%,2%,0%
Shiga inhibitor,-25,2,25,12,-4,-15,142*,3
HCV inhibitor,-10%,-18%,32%[activator],16%,21%,?,-26%,8%
Pf growth 96h,23%[5.75 µM],10µM*,?,0%,12µM*,?,?,?
Pf growth 48h,?,?,16%,34%[activator],?,?,61%[activator],?

25: COc1ccc(C)cc1N1CC(C(=O)Nc2ccccc2C(=O)NC2CC2)CC1=O (stereo unspecified)
26: COc1ccc(C2CC(c3cccs3)=NN2S(C)(=O)=O)cc1 (stereo unspecified)
27: CCCCCNCc1cccc(Br)c1
28: Cc1nn(Cc2ccccc2)c(Cl)c1/C=C/C(=O)OCC(=O)N(C)C1CCS(=O)(=O)C1 (stereo unspecified)
29: O=C(COC(=O)/C=C/c1ccco1)Nc1ncc(Cl)cc1Cl
30: CCCCCCCCc1nc(SCC(C)=O)n[nH]1
31: COc1ccc(C2/C=C\CN(C(=O)CC(C)(C)C)CC(=O)N2Cc2ccc(F)cc2)cc1 (stereo unspecified)
32: CCS(=O)(=O)N1CCN(C2Cc3ccccc3C2)CC1

compound no.,25,26,27,28,29,30,31,32
LmPK inh,/,0%,-2%,1%,2%,5%,6%,5%
Cycloheximide cs,/,32*,2,7,1,-1,-2&-3,-1
TbPYK inhibitor,0%,1%,-10%,2%,-7%,1%,-10%,-4%
Shiga inhibitor,/,121*,-11,-15,22,28,-10&3,-14
HCV inhibitor,13%,7%,-4%,0%,3%,-1%,5µM*,12%
Pf growth 96h,-12%,49%[activator],7%,?,33%[activator],3%,?,78%[activator]
Pf growth 48h,?,68%[activator],2%,-25%,23%,-13%,?,/

33: O=c1cccc2n1CC1CNC[C@H]2C1
34: CCN(C(=O)COC(=O)/C=C/c1ccc(S(=O)(=O)N2CCc3ccccc32)cc1)C1CCS(=O)(=O)C1 (stereo unspecified)
35: COc1ccc(Cl)cc1NC(=O)c1cc(-c2ccccc2O)n[nH]1
36: CCOC(=O)c1sc(-c2ccc(Cl)cc2Cl)nc1O
37: CCOc1ccccc1C(=O)N(CCC(=O)OC)c1ccccn1
38: C=CCNC(=O)C1CCCN(S(C)(=O)=O)C1 (stereo unspecified)
39: Cc1onc(-c2ccccc2Cl)c1C(=O)Nc1ccc(S(=O)(=O)Nc2nccs2)cc1
40: COC(=O)c1cc(Br)c(=O)n(-c2ccccn2)c1

compound no.,33,34,35,36,37,38,39,40
LmPK inh,/,4%,6%,2%,2%,-4%,0%,-2%
Cycloheximide cs,/,2,10,0,-1,-3,-3,-5
TbPYK inhibitor,4%,-1%,-2%,3%,1%,2%,-1%,-5%
Shiga inhibitor,/,27,13,4,-1,-14,69,-11
HCV inhibitor,1%,-19%,?,10%,1%,11%,8%,6%
Pf growth 96h,15%,?,10µM*,-5%,144%[activator],-23%,-28%,-3%[5.75 µM]
Pf growth 48h,-1%,?,10µM*,-4%,-8%,4%,26%,5%

41: CCNC(=O)CSc1nnc(C2CC2)n1-c1ccccc1
42: CCc1ccc(NC(=O)C2CC(=O)Nc3ncnn32)cc1 (stereo unspecified)
43: COc1ccc(NC(=S)N(CCc2c(C)[nH]c3ccc(C)cc23)Cc2cccs2)cc1
44: O=C(COc1c(Br)cc(Br)c2cccnc12)N1CCCCC1
45: O=C(Nc1ccc(S(=O)(=O)Nc2ncccn2)cc1)c1ccc(Br)o1
46: Nc1nc(-c2ccc3ccccc3c2)cs1
47: C=CCc1c(C)nc(SC)nc1Nc1ccc(C)cc1
48: CC(C)N1CCN(C(=O)c2ccc(OC3CCN(CCc4ccccc4)CC3)cc2)CC1

compound no.,41,42,43,44,45,46,47,48
LmPK inh,-3%,0%,2%,-21%,1%,-16%,-3%,1%
Cycloheximide cs,-3,10,-3,9,-3,43*,-1,13
TbPYK inhibitor,-7%,-7%,-3%,-10%,0%,-6%,-1%,-10%
Shiga inhibitor,-18,13,6,-4,5,86*,-39,29
HCV inhibitor,13%,26%,?,-18%,1%,-7%,10µM*,?
Pf growth 96h,0%,44%[activator],-96%,12%,?,?,/,-22%
Pf growth 48h,8%,24%,0%,16%,42%[activator],340%[activator],-19%,?

49: CCc1ccc(NS(=O)(=O)c2ccc3[nH]cc(C(=O)N(C)Cc4ccco4)c(=O)c3c2)cc1
50: Cn1nnnc1SCC1=C(C(=O)O)N2C(=O)C(NC(=O)Cn3nc(C(F)F)cc3C3CC3)C2SC1 (stereo unspecified)
51: Cc1ccc(Cl)cc1NS(=O)(=O)N1CCOCC1
52: COc1ccc2cc(-c3[nH]ncc3CN3CCCCO3)ccc2c1
53: COCCNC(=O)CN(Cc1ccc(Cl)cc1)S(C)(=O)=O
54: CN(C)C(=O)C(=O)c1c(-c2ccccc2)cc2ccccn12
55: CS(=O)(=O)N(CC(=O)N/N=C/c1cc([N+](=O)[O-])ccc1Cl)c1ccccc1
56: CC(C)OC(=O)CC(NC(=O)OC(C)(C)C)c1ccccc1 (stereo unspecified)

compound no.,49,50,51,52,53,54,55,56
LmPK inh,2%,2%,3%,8%,3%,4%,-1%,2%
Cycloheximide cs,-4,-2,7,20*,-1,8,-2,0
TbPYK inhibitor,-2%&-9%,-3%,1%,4%,-5%,-2%,-9%,-14%
Shiga inhibitor,-13,33,-10,57*,-19,11,-5,-2
HCV inhibitor,4%,12%,9%,-13%,4%,9%,14%,5%[8.37 µM]
Pf growth 96h,-29%,-12%,-33%,i,/,9%,/,1%
Pf growth 48h,-19%,30%,13%,99%[activator],15%,-3%,4%,16%

Shown field by field: entries from further up.
39) Cc1onc(-c2ccccc2Cl)c1C(=O)Nc1ccc(S(=O)(=O)Nc2nccs2)cc1
  LmPK inh: 0%	Cycloheximide cs: -3	TbPYK inhibitor: -1%	Shiga inhibitor: 69	HCV inhibitor: 8%	Pf growth 96h: -28%	Pf growth 48h: 26%

40) COC(=O)c1cc(Br)c(=O)n(-c2ccccn2)c1
  LmPK inh: -2%	Cycloheximide cs: -5	TbPYK inhibitor: -5%	Shiga inhibitor: -11	HCV inhibitor: 6%	Pf growth 96h: -3%[5.75 µM]	Pf growth 48h: 5%

41) CCNC(=O)CSc1nnc(C2CC2)n1-c1ccccc1
  LmPK inh: -3%	Cycloheximide cs: -3	TbPYK inhibitor: -7%	Shiga inhibitor: -18	HCV inhibitor: 13%	Pf growth 96h: 0%	Pf growth 48h: 8%

42) CCc1ccc(NC(=O)C2CC(=O)Nc3ncnn32)cc1 (stereo unspecified)
  LmPK inh: 0%	Cycloheximide cs: 10	TbPYK inhibitor: -7%	Shiga inhibitor: 13	HCV inhibitor: 26%	Pf growth 96h: 44%[activator]	Pf growth 48h: 24%
